# LMP1 NFkB inh: EBV LMP1-driven NF-kappaB luciferase reporter inhibitors, primary screen, cell-based, luminescence, single point. 350,000 tested, 0.69% active. LMP1-induced NF-kappaB luciferase reporter cells. inhibition, % at 12.5 µM; in the data active means inhibition above about 41%;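 further: 0% = neutral control wells and 100% = reference inhibitor control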
# MC4R antagonist: MC4R antagonists of cAMP signaling, primary screen, cell-based, TR-FRET, antagonist arm of biased-ligand search. inhibition, % at 6.5 µM. Melanocortin receptor 4 (Homo sapiens), P32245. AID 540295, 2011. 360,000 tested, 0.48% active. MC4R-expressing cells, MTII-stimulated cAMP, LANCE TR-FRET;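 active means inhibition above its plate's cutoff, the mean of tested wells on that plate plus 3 SD, cut at about 29% in these data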;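 further: 0% = Melanotan II alone and 100% = Melanotan II plus saturating MCL0020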
#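 System: U2OS-MC4R stable cell line; Technique: Eu-cAMP/anti-cAMP TR-FRET, emission 671 nm; Repeats: single well per compound; Also added: Melanotan II; Dosing: one concentration, 6.5 µM nominal; Schedule: 30-min compound, 1-h challenge, 1-h detection, room temperature.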
# MC4R ag barr: MC4R agonists recruiting beta-arrestin, primary screen, cell-based, luminescence, agonist arm of biased-ligand search; U2OS MC4R beta-arrestin complementation; percent of melanotan II response, DMSO zero; activation, % at 8.9 µM; 360,000 tested, 0.98% active; AID 540308, 2011;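 active means activation above a per-plate cutoff, the mean activation of sample wells on that plate plus 3 SD, cut at about 8% in these data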
# SRC1 inh: SRC1 coactivator transcriptional activity inhibitors, primary screen, cell-based, luminescence. AID 588354, 2011. Nuclear receptor coactivator 1 (Homo sapiens), Q15788. 360,000 tested, 0.12% active. HEK293 GAL4-SRC1 luciferase reporter. inhibition, % at 3.6 µM;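 active means inhibition above the campaign mean plus 3 SD, with each screening campaign given its own cutoff, cut at about 60% in these data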;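 further: 0% = DMSO treated cells and 100% = gossypol at 36 µM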
# TLR9-MyD88 inh: inhibitors of TLR9-MyD88 association in cells, primary screen, cell-based, CHO, BLA complementation, fluorescence. AID 504734, 2011. Toll-like receptor 9 (Homo sapiens) + Myeloid differentiation primary response protein …. 340,000 tested, 0.21% active. inhibition, % at 4.98 µM. CCF4 FRET ratio;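 active means inhibition above the mean over all tested compounds plus 3 SD, cut at about 21% in these data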;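 further: 0% = DMSO only wells and 100% = clavulanate BLA inhibitor control wells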
# NOD2-RIPK2 inh: NOD2-RIPK2 binding disruptors in cells, primary screen, fluorescence, CHO cells, BLA complementation; Receptor-interacting serine/threonine-protein kinase 2 (Homo sapiens), O43353; 360,000 tested, 0.38% active; CCF4 ratio; inhibition, % at 4.98 µM; in the data active means inhibition above about 21%;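 further: 0% = vehicle only and 100% = reference blocker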
# NR5A2 inv ag: LRH-1 (NR5A2) inverse agonists, primary screen, cell-based, luminescence, HEK293T, StAR-luciferase reporter | Nuclear receptor subfamily 5 group A member 2 (Homo sapiens), O00482 | LRH-1 transfected, 24 h | AID 602396, 2012 | inhibition, % at 3.6 µM | 360,000 tested, 0.13% active;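 active means inhibition above the mean inhibition of all tested compounds plus 3 SD, cut at about 73% in these data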;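 further: 0% = DMSO wells and 100% = reporter-only cells lacking LRH-1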
# Target sequence (O00482 whole entry, looked up): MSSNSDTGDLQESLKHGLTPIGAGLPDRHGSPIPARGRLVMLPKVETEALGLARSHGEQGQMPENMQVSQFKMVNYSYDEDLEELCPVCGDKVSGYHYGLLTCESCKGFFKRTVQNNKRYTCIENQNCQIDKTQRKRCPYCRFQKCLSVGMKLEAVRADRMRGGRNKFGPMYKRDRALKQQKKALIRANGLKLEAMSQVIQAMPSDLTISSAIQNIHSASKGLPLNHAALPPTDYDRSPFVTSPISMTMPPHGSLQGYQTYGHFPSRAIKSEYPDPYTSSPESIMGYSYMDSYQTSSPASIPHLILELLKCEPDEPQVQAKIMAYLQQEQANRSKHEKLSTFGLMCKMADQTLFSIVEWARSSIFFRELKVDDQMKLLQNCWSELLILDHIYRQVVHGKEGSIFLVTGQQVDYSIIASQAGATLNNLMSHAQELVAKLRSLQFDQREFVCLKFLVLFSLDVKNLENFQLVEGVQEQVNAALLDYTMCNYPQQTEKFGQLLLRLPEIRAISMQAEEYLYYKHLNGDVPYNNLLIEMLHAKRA
# NCOA2 inhibitor: inhibition of GAL4-SRC2 driven luciferase reporter, primary screen, SRC2 inhibitor project, cell-based, luminescence; Nuclear receptor coactivator 2 (Homo sapiens), Q15596; inhibition, % at 9 µM; HEK293 GAL4-SRC2 luciferase reporter; AID 651957, 2012; 370,000 tested, 0.17% active;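 active means inhibition above the mean inhibition of all tested compounds plus 3 SD, set per campaign, cut at about 52% in these data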;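 further: 0% = DMSO treated cells and 100% = cells given Gossypol at 36 µM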
# NR2F2 inh: NR2F2 transcriptional activity inhibitors, primary screen, cell-based, luciferase reporter, HEK293T, luminescence | 370,000 tested, 0.7% active | HEK293T NGFI-A luciferase reporter | AID 686940, 2013 | inhibition, % at 8.6 µM;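 active means inhibition above a per-plate cutoff, mean inhibition of test wells between control levels plus 3 SD, cut at about 38% in these data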;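 further: cells cotransfected with COUP-TFII expression vector driving the NGFI-A reporter; 0% = median of COUP-TF2 test wells and 100% = reporter-only cells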
# Target sequence (P24468 whole entry, looked up): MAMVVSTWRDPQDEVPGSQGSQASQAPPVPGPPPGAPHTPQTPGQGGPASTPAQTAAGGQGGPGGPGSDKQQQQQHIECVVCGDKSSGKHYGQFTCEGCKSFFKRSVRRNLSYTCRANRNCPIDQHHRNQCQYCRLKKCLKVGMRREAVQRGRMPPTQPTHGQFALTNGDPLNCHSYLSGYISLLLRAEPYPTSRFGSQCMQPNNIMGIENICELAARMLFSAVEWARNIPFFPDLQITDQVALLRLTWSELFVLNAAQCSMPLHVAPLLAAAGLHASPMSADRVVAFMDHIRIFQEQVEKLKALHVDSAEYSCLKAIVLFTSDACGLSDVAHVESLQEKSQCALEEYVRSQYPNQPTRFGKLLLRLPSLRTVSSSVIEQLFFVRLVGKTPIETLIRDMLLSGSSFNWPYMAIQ
# NCOA3 inh: SRC3 coactivator transcriptional activity inhibitors, primary screen, cell-based, luminescence. HEK293 GAL4-SRC3 luciferase reporter. AID 588352, 2011. 360,000 tested, 0.17% active. inhibition, % at 3.6 µM;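 active means inhibition above a per-campaign cutoff, the mean of all compounds plus 3 SD, cut at about 60% in these data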;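 further: 0% = DMSO-treated cells and 100% = gossypol-treated cells at 36 µM; higher means less SRC3-driven luciferase light from the GAL4 reporter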
# ABHD5 PLIN5 PPI: ABHD5-PLIN5 interaction inhibitors, primary screen, cell lysate, split luciferase complementation, luminescence; Perilipin-5 (Homo sapiens) + 1-acylglycerol-3-phosphate O-acyltransferase ABHD5 (Homo …; Split G. princeps luciferase complementation, 4 h; inhibition, % at 4 µM; 360,000 tested, 0.78% active; AID 602281, 2012;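 active means inhibition above the mean inhibition across every tested compound plus 3 SD, cut at about 22% in these data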;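 further: 0% = DMSO only wells and the 100% control is not disclosed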
# * marks the source's active call; other numbers are inactive results; x = not tested or not shown. Not all compounds are listed (hit frequency here may not be typical).
SMILES,LMP1 NFkB inh,MC4R antagonist,MC4R ag barr,SRC1 inh,TLR9-MyD88 inh,NOD2-RIPK2 inh,NR5A2 inv ag,NCOA2 inhibitor,NR2F2 inh,NCOA3 inh,ABHD5 PLIN5 PPI
CCC(C(=O)N1CCC2(CC1)OCCO2)n1c2ccccc2c2nc(=O)cc(C)n21 (stereo not given),7,5,-0.5,18,-7,5,-4,19,17,-3,5
Nc1ccc([N+](=O)[O-])cc1,-11,-1,-0.4,5,0,-14,21,1,8,19,0
CCCCn1nnnc1C(C1CC1)N1CCC(n2c(=O)[nH]c3ccccc32)CC1 (stereo not given),x,x,x,9,x,-2,-8,5,13,25,2
C#CC[N+]1(C)[C@@H]2CC[C@H]1CC(OC(=O)C(CO)c1ccccc1)C2 (stereo not given in full),-4,19,-0.8,-1,-3,5,-3,11,1,-22,-1
Cc1ccc2ccccc2c1NC(=O)CNC1CCCCC1,-11,11,0.5,3,-2,0,-12,-13,-8,16,1
CCOc1ccc2c(c1)c(C(C)=O)c(C)n2Cc1ccco1,9,-3,-0.9,2,7,-2,-9,-32,-12,15,-3
COc1ccc(N=C2SCCCN2C)cc1,-1,9,1.1,12,1,-13,-16,0,3,-8,3
COc1ccc(OC)c(CN2CCN(C(=O)COc3cccc(C)c3)CC2)c1,-9,5,-0.6,-4,-4,-10,6,-54,1,10,2
O=C(Nc1ccc2c(c1)OCO2)c1cn(Cc2ccc(F)cc2)nn1,-29,11,-0.9,-24,2,6,-3,-3,-31,-8,-5
O=C(O)Cn1cc(/C=C2\C(=O)NC(=O)N(c3ccc(Cl)cc3)C2=O)c2ccccc21,-5,7,-0.8,-11,4,-5,1,0,4,-1,36*
C[C@@H]1CN([C@@H](C)CO)C(=O)CCCn2nncc2CO[C@H]1CN(C)C(=O)Oc1ccccc1,1,7,0.7,2,-10,-5,18,-23,-8,9,1
COc1ccc(S(=O)(=O)N2Cc3ccccc3-n3nncc3C2)cc1,0,-2,-0.3,14,-4,-3,14,9,10,-15,-1
Cc1occc1C(=O)N1CCC2(CC1)OCCO2,-26,2,-1.4,-20,-6,-5,0,-11,-2,26,3
Cc1ccc(C2SCC(=O)Nc3c2c(=O)[nH]n3C2CCOC(C)(C)C2)cc1 (stereo not given),3,2,0.0,-7,-2,-3,6,-6,4,-10,-1
Cc1ccc(N2C(=O)NC(=O)/C(=C\c3ccoc3)C2=O)cc1,-6,6,-3.1,6,-6,-2,1,-48,5,-1,8
N=C1c2ccccc2CN1c1ncccn1,-13,7,6.5,-16,-5,3,9,-27,-10,2,11
COC(=O)C1=C(c2cccc(OC)c2OC)C[C@@H]2CC[C@H]1N2C(=O)N1CCC(C)CC1,-5,3,-1.2,6,-7,6,15,4,16,4,0
CC(=NCCN1CCCCC1)c1c(O)n(Cc2ccccc2)c(=O)[nH]c1=O,9,12,-0.4,7,5,-11,-1,-8,-10,-13,2
COc1ccc(CCn2c(O)c(C=Nc3ccc(F)cc3)c(=O)[nH]c2=O)cc1OC,x,10,3.7,-6,x,-1,-6,-6,4,-25,0
CCCN1CC(C)C(OC(C)=O)(c2ccccc2)CC1C (stereo not given),4,13,0.3,-3,0,-16,5,-6,-4,-20,1
C[C@@]1([C@@H](NP(=O)(c2ccccc2)c2ccccc2)c2ccccc2)C[C@H]1CCO,13,8,-1.9,-6,-1,-2,-7,-6,0,-13,3
Cc1ccc(-n2c(=O)[nH]c3ccccc3c2=O)cc1[N+](=O)[O-],x,x,x,1,x,-50,-15,x,x,-6,4
C=CCn1c(O)c(C(CC)=Nc2cccc(C(F)(F)F)c2)c(=O)[nH]c1=O,-1,-4,-3.0,2,-7,-1,14,-34,-7,10,12
CC1([N+](=O)[O-])COP(=O)(NC2CC2)OC1 (stereo not given),3,-1,-2.5,-8,-1,12,-16,-3,9,1,0
Cc1cc(C=C2C(=O)NC(=O)NC2=O)c(C)n1-c1ccncc1,3,28,-0.8,12,2,-4,7,13,-12,9,-5
Cc1ccc2c(c1)C1CN(C)CCC1N2C(=O)/C=C/c1ccc2c(c1)OCO2 (stereo not given),-22,-7,-2.5,7,6,-10,-2,-11,-1,19,6
Fc1ccccc1CNCCc1c[nH]c2ccccc12,-4,6,-0.5,4,-1,1,-10,-19,-8,2,-1
CC(=NCc1cccnc1)c1c(O)n(-c2ccc(Cl)cc2)c(=O)[nH]c1=O,-7,0,-1.9,-6,-7,9,20,-7,11,15,-4
CC1(C)CN=C(Nc2ccc(F)c(Cl)c2)S1,-1,22,-0.2,4,-5,6,-28,-28,-13,-8,6
COc1ccc(N2C(=O)/C(=C/c3ccc(C)o3)C(=O)NC2=S)cc1,6,1,-1.1,-6,1,7,0,-17,-12,-5,9
COc1cc2c(C(=O)O)c(C)n(C)c2cc1Br,-8,6,-1.1,10,-1,1,14,-9,0,27,3
COCCNC(=O)Cn1cc(C(=O)c2ccccc2F)c2ccccc21,0,0,0.3,-5,-7,0,12,-29,-4,12,2
COc1ccc2[nH]c(C)c(CCNCc3cccnc3)c2c1,-2,2,1.1,-3,2,-1,3,-28,13,-19,0
O=C1NC2C(=CC(O)C(O)C2O)c2cc3c(c(O)c21)OCO3 (stereo not given),95*,-6,-1.6,96*,-1,30*,97*,68*,91*,94*,-11
NCCc1ccc(O)cc1,0,6,-1.1,7,10,-10,-12,0,17,-3,6
O=C1NCN(c2ccccc2)C12CCNCC2,-1,13,-0.4,4,-6,-1,-14,-18,-18,-6,1
Cc1ccc(-n2c(C)nc3ccccc3c2=O)cc1C,31,1,-3.0,-13,-12,-3,2,13,15,16,4
CN1C(=O)C(=Cc2ccccc2Oc2ccc(Cl)cc2)C(=O)N(C)C1=O,6,8,1.5,8,-3,0,10,-15,17,-12,32*
O=C(NCNC(=O)NC1C(=O)NC(=O)N1CO)NC1C(=O)NC(=O)N1CO (stereo not given),-3,8,-0.2,8,-5,-12,16,-22,-3,4,0
COc1cccc2cc(-c3cc(=O)oc4ccc(OC(=O)N(C)C)cc34)oc12,-1,-16,-2.6,27,-6,-5,8,10,-3,-1,0
COC(=O)C1=C(c2ccccc2)C[C@@H]2CC[C@H]1N2C(=O)N1CCCC1,-5,4,-1.8,-1,-3,10,-4,16,14,-1,-3
Cc1cccc(OP(N)(=O)Oc2cccc(C)c2C)c1C,17,4,1.4,5,8,9,5,29,8,3,-3
Cc1cc(C)cc(N2C(=O)NC(=O)/C(=C\c3cccn3-c3ccccc3)C2=O)c1,9,16,-1.8,-15,22*,15,10,-7,-11,4,25*
CCOc1cc(C=C2C(=O)NC(=O)NC2=O)ccc1OCC(=O)N1CCOCC1,-4,-3,0.6,-19,-6,-5,-23,0,-8,12,-5
O=C(NC1CCCCC1)N1Cc2cc(-c3cccc(F)c3)ccc2-n2nncc2C1,x,x,x,4,x,-2,8,12,0,-7,3
Cc1nc2ccsc2c(=O)n1-c1ccccc1Cl,6,-7,0.5,0,-2,-1,9,2,16,8,4
COC(=O)[C@@H]1N=C(c2ccc(OC)cc2)O[C@]12C(=O)N(C)c1ccc(Cl)cc12,x,x,x,x,x,-8,8,-17,-15,x,4
O=c1c2ccccc2nc(-c2ccccc2Cl)n1-c1cccc(O)c1,-13,-5,-1.5,-34,-4,0,13,15,4,-3,-1
COC(=O)C1C2c3ccccc3C(c3ccccc32)C1C(=O)OC (stereo not given),-6,8,-1.2,-4,-8,-7,-1,-21,-5,12,-4
COc1ccc(C2C(C(=O)N3CCC4(CC3)OCCO4)c3cc(OC)c(OC)cc3C(=O)N2C)cc1 (stereo not given),1,15,1.9,-4,2,-4,-1,-5,-12,-9,1
# The list continues.
SMILES,LMP1 NFkB inh,MC4R antagonist,MC4R ag barr,SRC1 inh,TLR9-MyD88 inh,NOD2-RIPK2 inh,NR5A2 inv ag,NCOA2 inhibitor,NR2F2 inh,NCOA3 inh,ABHD5 PLIN5 PPI
Cc1c(N=Cc2c(O)n(CCc3ccccc3)c(=O)[nH]c2=O)c(=O)n(-c2ccccc2)n1C,0,0,-2.4,-34,5,-5,-1,-17,-6,0,-6
C[C@@H]1O[C@@H](O[C@@H]2C=C3CCC4C(CC[C@]5(C)[C@@H](c6ccc(=O)oc6)CC[C@]45O)[C@@]3(C)CC2)[C@H](O)[C@H](O)[C@H]1O (stereo not given in full),88*,3,25*,90*,14,-20,103*,71*,81*,93*,3
CCC1=CCN(CCc2c(C)[nH]c3ccccc23)CC1,0,12,-1.4,0,-4,7,11,5,5,3,-7
Cc1ccc(-n2nc(C)cc2NC(=O)COc2cc(C)cc3oc(=O)c4c(c23)CCC4)cc1,5,9,-0.5,3,7,-4,47,17,10,7,-4
O=C(C1CCN(c2nc3ccc(Br)cc3s2)CC1)N1CCC2(CC1)OCCO2,11,6,1.3,-24,2,-12,-5,-27,-3,-15,-6
O=C1C2CCN(CC2)C1Cc1ccc(OCc2ccccc2)cc1 (stereo not given),-5,16,1.1,-4,-4,-1,-25,6,1,13,1
N[C@@H](Cc1c[nH]c2ccccc12)c1nnc(SCc2ccccc2F)o1,-3,11,1.7,-17,1,12,3,8,12,2,-6
COc1cccc(C(=O)C2CCCN(Cc3cccc4c3OCO4)C2)c1 (stereo not given),-1,29*,-1.8,-80,-1,-7,6,12,0,10,-1
O=S(=O)(c1ccc(O)cc1)c1ccc(O)cc1,-4,1,-1.4,-4,5,-5,-10,7,12,8,0
CC(C(=O)c1cn(C)c2ccccc12)c1ccccc1 (stereo not given),-8,8,-3.0,-7,2,-1,10,15,-19,9,-6
CC(C)(C)n1nnnc1C(C1CC1)N1CCC2(CC1)C(=O)NCN2c1ccccc1 (stereo not given),x,x,x,2,x,4,-4,19,-6,18,1

# From PubChem
